Bioassay records (PubChem BioAssay)
GRK2 inh = compounds blocking aptamer binding on GRK2 – biochemical, human GRK2, bead flow cytometry, HTS, primary screen; Beta-adrenergic receptor kinase 1 (Homo sapiens), P25098; FAM-aptamer displacement from GRK2; inhibition of aptamer binding, % at 10 µM; 330,000 tested, 0.59% active;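 active = inhibition of aptamer binding above 40%, roughly 3 SD of noise, on plates passing a quality check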;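 also: median bead fluorescence of bound FAM aptamer so fluorescent compounds give negative values; no value below 0 was filed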
Target sequence (P25098 whole entry, looked up): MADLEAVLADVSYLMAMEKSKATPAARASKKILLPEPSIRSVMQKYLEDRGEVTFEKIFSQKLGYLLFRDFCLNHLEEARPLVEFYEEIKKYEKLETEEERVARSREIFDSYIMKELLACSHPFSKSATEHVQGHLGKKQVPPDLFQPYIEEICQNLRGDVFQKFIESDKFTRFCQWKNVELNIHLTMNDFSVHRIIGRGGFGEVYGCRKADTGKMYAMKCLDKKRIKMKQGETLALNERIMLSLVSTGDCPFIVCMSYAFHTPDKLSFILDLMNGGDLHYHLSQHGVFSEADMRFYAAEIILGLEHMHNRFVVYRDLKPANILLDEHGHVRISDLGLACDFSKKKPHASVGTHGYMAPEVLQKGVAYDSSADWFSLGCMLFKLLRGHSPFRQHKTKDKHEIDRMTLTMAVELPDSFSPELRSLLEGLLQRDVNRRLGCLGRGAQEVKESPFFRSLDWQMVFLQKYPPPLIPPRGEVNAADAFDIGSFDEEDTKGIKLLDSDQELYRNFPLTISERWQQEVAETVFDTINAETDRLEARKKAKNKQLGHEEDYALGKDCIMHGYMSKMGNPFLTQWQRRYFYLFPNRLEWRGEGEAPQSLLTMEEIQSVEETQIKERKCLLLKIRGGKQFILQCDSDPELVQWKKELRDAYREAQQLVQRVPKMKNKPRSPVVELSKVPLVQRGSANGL
AGP1 TOR yeast = modulators of AGP1-GFP expression in yeast TOR pathway, primary screen, cell-based, multiplex flow cytometry, S. cerevisiae, MLPCN library; GFP response vs DMSO, % at 10 µM; 320,000 tested, 0.02% active; 3 h; GFP as percent of DMSO wells;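 active = GFP response relative to DMSO above a set limit, near screen average plus 3 SD, cut at about 150% in these data; inconclusive = fewer than 70 cells counted for the yeast strain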;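 also: median GFP channel fluorescence of the gated AGP1 strain per well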
MEP2-GFP yeast = modulators of MEP2-GFP levels in yeast, primary screen, S. cerevisiae, multiplex flow cytometry, MLPCN library | AID 2016, 2009 | 330,000 tested, 0.51% active | S. cerevisiae MEP2-GFP strain, 3 h; 100% = DMSO control level | GFP response vs DMSO, % at 10 µM;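 active = GFP response versus DMSO above a set limit, roughly screen mean plus 3 SD, cut at about 180% in these data; inconclusive = fewer than 70 cells counted for a yeast strain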;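 also: median GFP fluorescence of the barcode-gated MEP2-GFP cells per well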
RPL19A TOR yeast = RPL19A-GFP expression modulators in yeast, primary screen, cell-based, S. cerevisiae, multiplex flow cytometry, MLPCN; S. cerevisiae RPL19A-GFP strain, 3 h; stronger effect = lower value; percent response vs DMSO, % at 10 µM; 330,000 tested, 0.3% active; AID 2025, 2009;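 active = percent response vs DMSO below 50%; inconclusive = fewer than 70 events counted for the yeast strain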;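 also: median channel GFP fluorescence of the barcoded RPL19A-GFP strain; ratio of sample median GFP to plate DMSO average so 100% = DMSO; lower means less RPL19A-GFP as with rapamycin TOR inhibition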
GASC-1 inh = inhibitors of GASC-1 histone demethylase, primary screen, biochemical, fluorescence, DELFIA europium | GST-JMJD2C(1-420) H3K9me3 demethylation | 330,000 tested, 0.069% active | AID 2099, 2009 | Lysine-specific demethylase 4C (Homo sapiens), Q9H3R0 | inhibition, % at 2.35 µM;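 active = more than half of a compound's replicate wells show inhibition beyond 50%, single wells judged on their own value; inconclusive = some, but no more than half, of replicates pass 50% inhibition; inactive = no replicate passes 50% inhibition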;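 also: signal counts dimethyl H3K9 product captured on neutravidin plate; 0% = median of DMSO wells and 100% = 0.3 times that DMSO median; strong numbers were not always called active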
Target sequence (Q9H3R0 1-420 limits assumed): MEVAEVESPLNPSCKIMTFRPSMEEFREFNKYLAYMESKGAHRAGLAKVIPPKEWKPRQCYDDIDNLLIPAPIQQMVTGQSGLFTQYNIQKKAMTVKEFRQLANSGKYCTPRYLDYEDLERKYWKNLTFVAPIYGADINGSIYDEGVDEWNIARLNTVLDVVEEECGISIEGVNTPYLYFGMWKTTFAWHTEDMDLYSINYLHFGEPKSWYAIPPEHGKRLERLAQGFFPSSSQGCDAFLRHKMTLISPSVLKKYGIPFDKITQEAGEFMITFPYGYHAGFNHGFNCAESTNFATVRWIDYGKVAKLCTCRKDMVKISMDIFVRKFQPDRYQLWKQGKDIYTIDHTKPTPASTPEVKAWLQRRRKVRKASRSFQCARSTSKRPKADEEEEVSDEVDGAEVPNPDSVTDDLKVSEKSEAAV
VLA-4 inh = inhibition in human VLA-4 binding assay, primary screen, VLA-4 allosteric modulator project, MLPCN library, flow cytometry, VLA-4 expressing cells | Integrin alpha-4 (Homo sapiens), P13612 | ligand binding flow cytometry | inhibition, % (about 7 µM as worked out from the volumes in the protocol) | 330,000 tested, 0.2% active; in the data active = inhibition above about 50%
LAP4-GFP MLPCN = modulators of LAP4-GFP expression in yeast, primary screen, S. cerevisiae, multiplex flow cytometry, MLPCN library; AID 2023, 2009; 3 h; median GFP as percent of DMSO wells; GFP response vs DMSO, % at 10 µM; 320,000 tested, 0.34% active;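 active = GFP response vs DMSO above a set limit, about the screen mean plus 3 SD, cut at about 150% in these data; inconclusive = under 70 cell events counted for the yeast strain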
CIT2 TOR yeast = modulators of CIT2-GFP expression in yeast, primary screen, S. cerevisiae, GFP fusion, multiplex flow cytometry, MLPCN library. S. cerevisiae CIT2-GFP strain, 3 h; 100 means same as DMSO wells. GFP response vs DMSO, % at 10 µM. 320,000 tested, 0.065% active. AID 2029, 2009;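 active = GFP response relative to DMSO above a set limit, near the screen mean plus 3 SD, cut at about 150% in these data; inconclusive = Fewer than 70 cells measured for a yeast strain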;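 also: ratio of well median GFP fluorescence to mean of DMSO wells on the plate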
Numbers without * were called inactive; ? = inconclusive; . = not tested or not shown; & = joins results of further samples.

SMILES | GRK2 inh | AGP1 TOR yeast | MEP2-GFP yeast | RPL19A TOR yeast | GASC-1 inh | VLA-4 inh | LAP4-GFP MLPCN | CIT2 TOR yeast
Cc1cc(-c2ccc(N3CCOCC3)cc2)nc2ccccc12 | 7 | 78 | 100 | 111 | -4 | -31 | 88 | 102
CC(C)c1ccc(OCC(O)CNC(C)c2ccccc2)cc1 (stereo not drawn) | 0 | 89 | 100 | 101 | -17 | 6 | 79 | 104
Cc1ccc(-c2nc(CS(=O)(=O)CC(=O)N3CC(C)CC(C)C3)c(C)o2)cc1 (stereo not drawn) | 2 | 105 | 106 | 103 | 4 | 4 | 110 | 101
O=C(NCCC1=CCCCC1)C(=O)NCC(c1ccco1)N1CCN(c2ccccc2)CC1 (stereo not drawn) | 6 | 100 | 107 | 102 | 13 | 9 | 97 | 102
Cc1ccc2[nH]c(C(=O)N3CCN(C(c4ccccc4)c4ccccc4)CC3)cc2c1 | 0 | 86 | 94 | 95 | -16 | 4 | 81 | 90
CCOC(=O)c1ccc(-n2c(C)nc3c(cnn3-c3ccc(Cl)cc3)c2=O)cc1 | 0 | 102 | 102 | 103 | 6 | 2 | 93 | 97
Cc1ccc(-c2cc(C(F)(F)F)n3nc(C(=O)NCCCn4ccnc4)cc3n2)cc1C | 0 | 89 | 98 | 98 | ? | 15 | 98 | 112
Cc1ccc(NC(=O)/C(=C\c2cccc(Br)c2)NC(=O)c2ccco2)cc1 | 1 | 99 | 103 | 100 | 4 | 16 | 99 | 94
CC1=NN(/C(=N\c2nnc(C)s2)Nc2ccccc2)[C@H](c2ccc(C)cc2)S1 | 0 | 105 | 106 | 100 | 16 | -5 | 99 | 102
CCC(C)(C)n1nnnc1C(c1ccc(Cl)cc1)N1CCN(C)CC1 (stereo not drawn) | 0 | 106 | 112 | 105 | -10 | 4 | 111 | 107
CCCNC(=O)Cn1c(=O)n(C)c2ccccc21 | 0 | 101 | 102 | 101 | 14 | -2 | 106 | 93
Cc1ccc(S(=O)(=O)NC(=O)c2cc(C)n(-c3cc(S(=O)(=O)N4CCOCC4)ccc3N3CCCC3)c2C)cc1 | 0 | 97 | 96 | 98 | 4 | -1 | 94 | 104
O=C1NC(Cc2ccccc2)c2nc3cc(Cl)ccc3c(=O)n2-c2cc(Cl)ccc21 (stereo not drawn) | 3 | 97 | 95 | 92 | . | 18 | 96 | 93
CCCC(C(=O)NCc1ccco1)N(C(=O)CNS(=O)(=O)c1ccc(Cl)cc1)C1CCCC1 (stereo not drawn) | 4 | 97 | 101 | 99 | -8 | 12 | 98 | 91
CCOC(=O)N1CCN(C(=O)c2ccccc2NC(=O)c2ccc(Br)cc2)CC1 | 1 | 101 | 113 | 110 | 6 | 10 | 95 | 119
Cc1cc(C)n2c(SCC(=O)Nc3ccc(F)cc3)nnc2n1 | 0 | 100 | 100 | 99 | -4 | 5 | 99 | 99
O=C(NCc1ccc(F)cc1)c1ccc(CS(=O)(=O)Cc2ccccc2F)o1 | 0 | 100 | 102 | 100 | 0 | -1 | 100 | 102
COc1ccc(NC(NC(=O)c2cccnc2)C(Cl)(Cl)Cl)cc1 (stereo not drawn) | 0 | 104 | 100 | 99 | 42 | 11 | 108 | 90
CCc1nc(SCc2ccccc2C#N)n[nH]1 | 0 | 102 | 105 | 103 | 6 | 3 | 94 | 101
COc1ccccc1C(=O)N(CCN(C)C)c1nc2cc(C)cc(C)c2s1 | 2 | 105 | 100 | 96 | -7 | 1 | 102 | 104
c1csc(CSc2nc3ccccc3s2)c1 | 0 | 98 | 91 | 92 | -26 | 6 | 85 | 97
Cc1cc(N2CCN(c3ccccc3Cl)CC2)n2cc(-c3ccccc3)nc2n1 | 0 | 103 | 104 | 104 | 0 | -4 | 99 | .
COc1ccc([N+](=O)[O-])cc1NC(=O)C(C)Sc1ccccc1 (stereo not drawn) | 0 | 96 | 98 | 104 | -1 | 8 | 97 | 99
COc1ccc2c(c1)c(C(=O)CN1CCc3ccccc3C1)c(C)n2C | 0 | 98 | 101 | 99 | 17 | -18 | 104 | 101
O=C(CN1C(=O)NC2(CCCCC2)C1=O)NCCC1=CCCCC1 | 2 | 103 | 99 | 100 | 0 | -3 | 100 | 98
Nc1nc(-c2ccccc2Br)cs1 | 1 | 104 | 100 | 101 | 1 | 4 | 101 | 98
CC(C)Cc1nnc(NC(=O)Cc2ccccc2[N+](=O)[O-])s1 | . | 92 | 104 | 98 | 11 | 2 | 94 | 93
COC(=O)c1ccc(N2CCOCC2)c(NC(=O)c2ccc3c(c2)OCO3)c1 | 1 | 95 | 91 | 98 | 6 | 12 | 90 | 101
COc1ccccc1NC(=O)CSc1nc(N)c(C#N)cc1C#N | 2 | 98 | 100 | 100 | -26 | -1 | 110 | 103
COc1ccc(/C=N/NC(=O)c2ccc(N(C)S(=O)(=O)c3ccccc3)cc2)c(OC)c1 | 0 | 101 | 105 | 105 | -4 | 15 | 87 | 101
O=S(=O)(c1ccc2ccccc2c1)N1CCN(C2Cc3ccccc3C2)CC1 | 0 | 95 | 97 | 102 | -2 | 27 | 90 | 100
CC(=O)c1ccc(NC(=O)CSc2nc3nc(C)cc(C)n3n2)cc1 | 0 | 111 | 109 | 102 | -6 | 6 | 102 | 107
O=C(C[C@@H]1C/C=C\CCCC(=O)OC[C@@H]2CCCN2C1=O)N[C@H](CO)Cc1ccccc1 | 3 | 95 | 83 | 93 | -1 | 7 | 88 | 94
O=c1c2cccnc2[nH]c(=S)n1CCCN1CCN(c2ccccc2F)CC1 | 0 | 105 | 100 | 98 | 16 | -3 | 101 | 101
CCn1c(-c2ccc(F)cc2)n[nH]c1=S | 0 | 103 | 100 | 99 | -7 | 10 | 100 | 111
O=C(CSc1nnc(-c2ccccc2)n1-c1ccc(Cl)cc1)N/N=C/c1ccco1 | 2 | 97 | 101 | 97 | -1 | -4 | 89 | 97

As a working copy, part of the list above.
SMILES | GRK2 inh | AGP1 TOR yeast | MEP2-GFP yeast | RPL19A TOR yeast | GASC-1 inh | VLA-4 inh | LAP4-GFP MLPCN | CIT2 TOR yeast
O=C(CN1C(=O)NC2(CCCCC2)C1=O)NCCC1=CCCCC1 | 2 | 103 | 99 | 100 | 0 | -3 | 100 | 98
Nc1nc(-c2ccccc2Br)cs1 | 1 | 104 | 100 | 101 | 1 | 4 | 101 | 98
CC(C)Cc1nnc(NC(=O)Cc2ccccc2[N+](=O)[O-])s1 | . | 92 | 104 | 98 | 11 | 2 | 94 | 93

More structures
SMILES | GRK2 inh | AGP1 TOR yeast | MEP2-GFP yeast | RPL19A TOR yeast | GASC-1 inh | VLA-4 inh | LAP4-GFP MLPCN | CIT2 TOR yeast
COc1ccc(NC(=O)c2cc3ccccc3o2)cc1S(=O)(=O)N1CCCCC1 | 0 | 100 | 104 | 98 | 0 | 8 | 105 | 92
COc1ccc(C2=NOC(CNC(N)=S)C2)cc1 (stereo not drawn) | 0 | 91 | 98 | 91 | 7 | 9 | 100 | 94
COc1ccc2cc(CN(CC3COCCO3)S(=O)(=O)c3ccc(Cl)cc3)c(=O)[nH]c2c1 (stereo not drawn) | 2 | 97 | 96 | 98 | 4&9 | 0 | 102 | 99
COc1ccccc1CNC(=O)c1c(O)c2cc(OC)c(OC)cc2[nH]c1=O | 0 | 103 | 98 | 99 | 8 | -16 | 93 | 99
COc1ccc(CN2CCN(CCCc3ccccc3)CC2)c(OC)c1 | 0 | 98 | 92 | 94 | -13 | -2 | 96 | 97
Cc1ccc(Cn2cccc2/C=N/NC(=S)Nc2ccc(C)cc2)cc1 | 0 | 111 | 99 | 102 | -1 | 12 | 101 | 101
CCCCc1nc(SCC(=O)Nc2cccc(Cl)c2)n[nH]1 | 0 | 100 | 97 | 99 | -1 | 2 | 109 | 97
O=C(COC(=O)C12CC3CC(CC(O)(C3)C1)C2)NC(=O)NCc1ccco1 | 0 | 106 | 98 | 100 | -1 | 4 | 105 | 112
CN(C)CCOC1c2ccccc2CCc2ccc3ccccc3c21 (stereo not drawn) | 0 | 101 | 97 | 99 | -13 | 9 | 107 | 90
CCOc1ccc(C(=O)Nc2cc(Cl)ccc2-n2cncn2)cc1OC | 0 | 101 | 100 | 105 | 66 | 7 | 119 | 112
O=C(CSc1nnnn1-c1cccc(F)c1)Nc1nc2ccccc2s1 | 1 | 96 | 95 | 94 | -7 | 3 | 94 | 91
Cc1oc(-c2ccccc2Cl)nc1CS(=O)(=O)CC(=O)N1CCOCC1 | 3 | 100 | 99 | 102 | 12 | -11 | 96 | 113
COc1ccccc1N1CCN(C(=O)CCCn2nc(C)c([N+](=O)[O-])c2C)CC1 | 0 | 113 | 105 | 100 | -4 | 12 | 104 | 97
O=C1CC(N2CCN(c3nc4ccccc4s3)CC2)C(=O)N1Cc1cccs1 (stereo not drawn) | 2 | 81 | 89 | 99 | -3 | 4 | 91 | 81
CCOC(=O)N1CCN(C(=O)Nc2cccc3ccccc23)CC1 | 0 | 114 | 105 | 104 | 7 | 3 | 106 | 108
CCOc1ccc(NC(=O)CC2C(=O)N(c3cccc(OC)c3)C(=O)N2C(C)C)cc1 (stereo not drawn) | 1 | 97 | 95 | 96 | -8 | -4 | 97 | 95
Cc1nn(S(=O)(=O)c2ccccc2)c(C)c1S(=O)(=O)N1CCC(C)CC1 | 1 | 98 | 98 | 96 | 38 | 23 | 93 | 108
CCOc1cc(NC(=S)NCCCN2CCOCC2)c(OCC)cc1NC(=O)c1ccc(OC)cc1 | 0 | 101 | 105 | 90 | 0 | 9 | 105 | 112
COc1cc(C(=O)NCCC(=O)NCCCN2CCCCC2C)cc(OC)c1OC (stereo not drawn) | 0 | 95 | 102 | 99 | -1 | 1 | 97 | 107
O=C(CNS(=O)(=O)c1ccccc1)OCC(=O)c1ccc([N+](=O)[O-])cc1 | 0 | 93 | 95 | 105 | 5 | -1 | 94 | 100
Nc1ccc(C(=O)O)cc1S(=O)(=O)O | 0 | 99 | 107 | 110 | -4 | -5 | 103 | 107
CCCCCCCNC(=O)C1(CC2CC(c3ccccc3)=NO2)CCNCC1 (stereo not drawn) | 0 | 82 | 92 | 99 | -9 | 20 | 129 | 75
OC(CNC1CCCC1)COc1ccc(Cl)cc1 (stereo not drawn) | 1 | 101 | 108 | 104 | 3 | 3 | 92 | 104
COc1cc(NC(=O)Cc2ccccc2)ccc1NC(=O)c1ccco1 | 1 | 114 | 110 | 103 | 11 | 29 | 98 | 104
CCOC(=O)CSc1nc2c(c(=O)n(Cc3ccccc3Cl)c(=O)n2C)n1C | 0 | 95 | 99 | 104 | 8 | 13 | 96 | 96
CC(C)(C)c1ccc(NC(=S)NCc2cccs2)cc1 | 0 | 96 | 107 | 100 | 0 | 6 | 120 | 96
CCCn1c2ccccc2c2nnc(SCC(=O)Nc3cc(C)on3)nc21 | 1 | 102 | 100 | 99 | -5 | 7 | 106 | 112
Cc1ccc(-c2cn(CCN)c(-c3ccncc3)n2)cc1 | 3 | 100 | 92 | 92 | 2 | 26 | 88 | 94
COc1ccc(-c2nc3nc(SC)nn3cc2C)cc1F | 1 | 101 | 103 | 96 | -1 | -7 | 105 | 103
